ARNT TACC3 PPI: disrupts binding between human ARNT and TACC3 | Q9Y6A5 | AID 623870 | AlphaScreen His-ARNT PAS-B/GST-TACC3 binding, luminescence; TACC3 fragment carries E629A point mutation | inhibition, % at 9.99 µM | actives 0.66% (n = 390,000);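 active = mean inhibition of replicates at least 50% and at least half of replicates each reaching 50%; inconclusive = half or more replicates reach 50% but mean below 50%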;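 note: 0% = complete ARNT plus TACC3 wells and 100% = ARNT alone without TACC3; many hits fall short of the cut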
LGR2 inh: blocks bursicon-induced cAMP signaling via Drosophila LGR2; HEK293 LGR2, CRE-luciferase, bursicon-stimulated, 4 h; inhibition, % at 9.99 µM; actives 0.35% (n = 380,000); AID 720647;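 active = drop in luminescence signal, shown as inhibition above about 50% in the replicate tests, limit read from the data, passing the limit was not always enough; inconclusive = probably only some replicates passing the limit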;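 note: agonist challenge used bursicon conditioned medium at about half maximal strength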
CASP6 VEID inh: inhibitors of human caspase-6; inhibition, % at 12.5 µM; AID 686996; actives 0.53% (n = 350,000); purified caspase-6, Z-VEID-R110 cleavage fluorescence;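 active = mean inhibition across replicates at least about 35%, with every replicate also reaching that limit, limit read from the data; inconclusive = only one of the two criteria met; inactive = neither criterion met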;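 note: 0% = median of neutral control wells and 100% = no fluorescence left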
Target sequence (P55212 24-179 limits assumed): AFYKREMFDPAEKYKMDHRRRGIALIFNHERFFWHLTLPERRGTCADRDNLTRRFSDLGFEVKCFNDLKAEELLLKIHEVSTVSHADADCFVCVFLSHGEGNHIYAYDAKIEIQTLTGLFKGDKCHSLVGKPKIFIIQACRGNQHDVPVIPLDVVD
Target sequence (P55212 194-293 limits assumed): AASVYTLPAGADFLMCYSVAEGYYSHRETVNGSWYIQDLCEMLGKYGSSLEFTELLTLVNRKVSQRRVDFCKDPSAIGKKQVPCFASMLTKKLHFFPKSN
DENV2 CPE: inhibitors of DENV2 cytopathic effect; CPE inhibition, % at 9.99 µM; actives 1.7% (n = 350,000); AID 651640; DENV2-infected cells, cytopathic effect rescue, plate reader; in the data active = CPE inhibition above about 20%, passing the limit was not always enough; inconclusive = no clear call, values can overlap the other calls; tested in BHK-21 cells;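 note: 0% = median of neutral control wells and 100% = median of positive control wells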
SIRT5 inh: inhibitors of human sirtuin-5 desuccinylase; Q9NXA8; Purified SirT5, succinyl-peptide AMC, trypsin-coupled fluorescence; inhibition, % at 15 µM; actives 1.1% (n = 330,000); in the data active = inhibition above about 15%; inconclusive = no clear call, values can overlap the other calls
Target sequence (Q9NXA8 whole entry, looked up): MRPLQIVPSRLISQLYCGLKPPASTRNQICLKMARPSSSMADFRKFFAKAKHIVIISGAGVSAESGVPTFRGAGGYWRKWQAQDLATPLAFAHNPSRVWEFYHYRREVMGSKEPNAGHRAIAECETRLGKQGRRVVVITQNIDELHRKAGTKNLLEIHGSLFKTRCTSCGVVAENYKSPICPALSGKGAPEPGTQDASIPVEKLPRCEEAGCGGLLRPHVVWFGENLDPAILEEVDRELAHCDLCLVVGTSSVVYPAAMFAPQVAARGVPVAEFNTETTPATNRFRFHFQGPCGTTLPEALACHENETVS
EWS-Fli inh: EWS/Fli transcriptional activity inhibition. A673 NR0B1-luciferase reporter, viability-normalised. inhibition, % at 12.6 µM. actives 0.67% (n = 350,000);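 active = mean inhibition of at least 50% after viability correction, with every replicate also passing that limit; inconclusive = mean reaches 50% but only one of two replicates passes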;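 note: firefly luciferase signal divided by Alamar Blue viability fluorescence both relative to DMSO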
PAX8 reporter: PAX8 transcriptional activity inhibition; actives 1.2% (n = 360,000); RMG-I TPO-luciferase reporter, SteadyGlo, 24 h; inhibition, % at 12.6 µM;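 active = mean replicate inhibition at least 60% with every replicate also reaching 60%; inconclusive = only one of the two criteria is met; inactive = mean below 60% and not all replicates reaching 60%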;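 note: luciferase light reporting Pax8 driven TPO promoter activity; plate controls were median of neutral control wells for no effect and mitoxantrone controls for full effect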
* marks the source's active call; other numbers are inactive results; ? = inconclusive; nt = not tested or not shown.

SMILES	ARNT TACC3 PPI	LGR2 inh	CASP6 VEID inh	DENV2 CPE	SIRT5 inh	EWS-Fli inh	PAX8 reporter
C=CCN1C(=O)[C@H]2CCC=C[C@H]2[C@@H]1c1cccc(C)c1	-5	-3	5	-5	0	4	-3
COC(=O)c1ccc(NC(=O)CCN2C(=O)C3C4CCC(C4)C3C2=O)cc1 (stereo unspecified)	-1	-17	1	4	1	3	2
COc1ccc(CCNC(=O)COC(=O)C2COc3ccccc3O2)cc1 (stereo unspecified)	0	4	-2	-5	-2	-2	-13
COC(=O)/C(=N\OCc1ccc(C#N)cc1)c1c(C)nn(C)c1C	-11	-7	4	8	-3	-7	-14
CCN(CC)C(=O)[C@H]1C[C@H](CC(=O)NCCCn2ccnc2)C(=O)N2CCc3c([nH]c4cc(-c5ccco5)ccc34)[C@]12C	1	-26	-47	-16	-7	-2	-4
O=C1CCC(C(=O)NCc2ccccc2)N1 (stereo unspecified)	-1	-3	-1	0	-1	12	-16
COc1ccc(NC2CCCN(C(=O)c3cc(C)nc4cc(F)ccc34)C2)cc1 (stereo unspecified)	6	-17	-1	8	2	0	0
O=C(O)/C=C/C(=O)Nc1nccs1	-12	1	4	5	1	-15	-5
C=CCNC(=S)N/N=C1\CCS(=O)(=O)c2ccccc21	6	-5	-1	0	1	14	-11
Cc1noc(C)c1NC(=O)N(C)C[C@H]1Oc2c(NS(=O)(=O)c3cn(C)cn3)cccc2C(=O)N([C@@H](C)CO)C[C@H]1C	-1	-15	0	-5	-2	-5	nt
COc1ccc(C(CC(=O)NCCN2CCOCC2)NS(=O)(=O)c2ccc(C)cc2)cc1 (stereo unspecified)	19	-10	-3	1	-4	-4	nt
CSc1ccc(CN(C)CCc2ccccn2)cc1	-3	-2	-1	5	-3	-1	-29
CCCC(O)C#Cc1cnc2c(c1)C(=O)N([C@H](C)CO)C[C@H](C)[C@H](CN(C)S(=O)(=O)c1ccc(OC)cc1)O2 (stereo partly specified)	-4	-6	-2	3	1	-6	nt
C[C@H]1CN([C@@H](C)CO)C(=O)c2cc(NC(=O)CCC(F)(F)F)ccc2O[C@H]1CN(C)C	-4	14	2	?	17*	2	-14
COc1ccc(NC(=O)N(C)C[C@H]2OCCCC[C@@H](C)Oc3ccc(NC(=O)c4ccncc4)cc3C(=O)N([C@H](C)CO)C[C@H]2C)cc1	-4	-7	nt	14	nt	1	-8
C[C@H]1CN([C@@H](C)CO)C(=O)Cc2cc(NC(=O)Nc3ccc4c(c3)OCO4)ccc2O[C@H]1CN(C)C	-4	-22	-2	3	-5	-10	-1
O=S(=O)(Nc1ccccn1)c1ccc(Br)cc1	-2	0	-1	2	1	0	10
CC(C)CC(=O)NNC(=S)Nc1ccc(S(N)(=O)=O)cc1	16	-1	1	-5	nt	1	-12
O=C1N=C(N2CCN(c3ccccc3)CC2)S/C1=C\c1cn[nH]c1-c1ccccc1	-3	60*	-1	-5	0	3	25
CCOc1cc(/C=C2\C(=N)N3N=C(S(C)(=O)=O)SC3=NC2=O)ccc1OCCOc1cccc(OC)c1	-29	14	45*	6	17*	-5	3
CCN1CCN(S(=O)(=O)c2ccc(S(=O)(=O)NC3CC3)cc2)CC1	-4	0	-2	1	2	-7	-3
O=C(Nc1ccc(Br)cc1Cl)NC1CC1	-17	-1	-3	-6	0	-4	-14
O=Cc1cc([N+](=O)[O-])ccc1N1CCOCC1	-10	-12	0	4	-6	13	5
Cc1c(C(=O)OCC(=O)NCc2ccco2)oc2ccccc12	0	0	0	-2	1	0	0
CC(=O)Nc1ccc(S(=O)(=O)NCc2cc(=O)n(C)c(=O)n2C)cc1	-3	0	0	-5	-2	1	2

(cont.)
SMILES	ARNT TACC3 PPI	LGR2 inh	CASP6 VEID inh	DENV2 CPE	SIRT5 inh	EWS-Fli inh	PAX8 reporter
O=C(Nc1ncc(Cc2ccccc2Cl)s1)c1ccc([N+](=O)[O-])cc1	-3	nt	-2	0	-7	-5	-8
CCC(=O)N1C[C@H](C)[C@H](OC)CN(C)C(=O)c2ccc(NS(C)(=O)=O)cc2OC[C@@H]1C	1	-14	2	-9	-4	-5	-2
O=C(O)CN(c1cccc(C(F)(F)F)c1)S(=O)(=O)c1ccccc1	-8	-8	1	9	0	9	20
CC=Cc1ccc2n(c1=O)C[C@H]1[C@H](CO)[C@@H](C(=O)NCCC)N(Cc3cocn3)[C@@H]21 (mixture of isomers)	-1	9	5	78*	-1	-7	-11
COc1ccc(NC(=O)CCC(=O)c2cccs2)cc1S(=O)(=O)Nc1ccc(Cl)cc1	-1	3	-2	-1	-2	-3	34
CCOC(=O)/C=C/[C@H]1CCc2cccc(Cl)c2O1	-6	-9	0	4	nt	5	-8
O=S(=O)(NNc1ccc(F)cc1F)c1cccc(Cl)c1	-3	-11	nt	-5	-3	10	21
O=C(c1cccnc1)N1CCCCN2[C@@H](CO)[C@H](c3ccc(C#Cc4ccccn4)cc3)[C@@H]2C1	16	-3	-4	-4	3	-11	0
CCCCCN1CC(O)=C(c2nc3ccccc3[nH]2)C1=N	5	-34	3	-3	-1	-39	-77
C[C@H](CO)N1C[C@H](C)[C@@H](CN(C)C(=O)CN2CCOCC2)Oc2ncc(C3=CCCC3)cc2C1=O	14	2	0	-4	0	-2	-16
Cc1ccc(/C=N/N=C2/NC(=O)C(CC(=O)Nc3ccccc3)S2)o1 (stereo unspecified)	26	15	-2	-4	1	17	2
CC=Cc1ccc2n(c1=O)C[C@H]1[C@H](CO)[C@@H](C(=O)NCCc3cn(C)cn3)N(C(=O)C3CCCC3)[C@@H]21 (mixture of isomers)	nt	7	-1	-2	-3	-4	-2
COC(=O)C1CCN(Cc2ccc(OCCCN3CCN(c4ccc([N+](=O)[O-])cc4)CC3)cc2)CC1	15	8	-9	4	16*	12	27
O=c1c(Cc2c(F)cccc2Cl)c(O)ccn1CCc1ccccn1	-6	5	0	2	-1	-12	6
Cc1ccnc(NS(=O)(=O)c2ccc(NC(=O)c3ccc4c(c3)OCCO4)cc2)n1	-5	9	2	-1	-1	-1	-10
Cc1noc(C)c1S(=O)(=O)Nc1ccc2c(c1)C(=O)N([C@@H](C)CO)C[C@@H](C)[C@H](CN(C)C(=O)NC1CCCCC1)O2	-12	12	1	-5	0	-7	nt
Cn1ccnc1SCCNC(=O)C1CCC(=O)N(Cc2ccc(Cl)cc2)C1 (stereo unspecified)	-1	-11	1	0	-1	6	-3
O=C(NC(Cc1ccccc1)C(=O)NC1CC1)OCc1ccccc1 (stereo unspecified)	26	0	-6	-2	-3	0	0
NC(=O)C1(c2ccccc2)CCCN1C(=O)c1ccc(Br)cc1 (stereo unspecified)	-2	-3	-2	15	1	2	-7
COCCN(C(=O)c1ccccc1OC1CCN(S(C)(=O)=O)CC1)C(C)C	3	-1	1	2	3	9	-7
Cc1cccc2cc(C#N)c(NCCNS(=O)(=O)c3ccccc3)nc12	-8	-7	1	10	-1	0	9
Cc1noc(C)c1NC(=O)N(C)C[C@H]1Oc2ccc(NS(=O)(=O)c3cccs3)cc2CC(=O)N([C@H](C)CO)C[C@H]1C	2	-27	nt	-3	nt	2	8
O=C(O)c1cccc(NC(=S)N/N=C/c2ccccc2OCc2cccc(Br)c2)c1	11	-7	26	-5	6	-3	-18
CO[C@@H]1CN(C)C(=O)c2cc(NC(=O)C3CC3)ccc2OC[C@H](C)N(Cc2cc(F)ccc2F)C[C@@H]1C	-3	-2	0	-17	4	4	14
CS(=O)(=O)Nc1ccc2c(c1)[C@@H]1C[C@H](CC(=O)NCCc3ccccc3)O[C@H](CO)[C@@H]1O2	-3	4	2	7	-1	5	-10

Quoted from the listing:
Under PAX8 reporter, Cc1ccc(/C=N/N=C2/NC(=O)C(CC(=O)Nc3ccccc3)S2)o1 (stereo unspecified) has the entry 2
Under ARNT TACC3 PPI, COCCN(C(=O)c1ccccc1OC1CCN(S(C)(=O)=O)CC1)C(C)C has the entry 3

Further compounds follow.
SMILES	ARNT TACC3 PPI	LGR2 inh	CASP6 VEID inh	DENV2 CPE	SIRT5 inh	EWS-Fli inh	PAX8 reporter
COC(=O)[C@]1(Cc2ccccc2)N[C@H](CN(C)C(=O)Nc2ccc(F)cc2)[C@@H]2C(=O)N(C)C(=O)[C@@H]21	0	-21	-1	-7	-2	0	-9
COCC#Cc1cnc2c(c1)C(=O)N([C@@H](C)CO)C[C@H](C)[C@@H](CN(C)Cc1ccc3c(c1)OCO3)O2	12	2	8	-2	0	-3	-25
C[C@@H]1CN([C@H](C)CO)C(=O)c2cc(NS(C)(=O)=O)ccc2O[C@@H](C)CCCCO[C@@H]1CN(C)Cc1ccc(Cl)c(Cl)c1	2	24	0	4	4	-7	51
C[C@H]1CN([C@@H](C)CO)C(=O)c2cc(-c3ccccc3)cnc2O[C@@H]1CN(C)C(=O)Nc1ccccc1F	-7	2	-2	-5	1	3	nt
CCC(=O)N(C)C[C@H]1Oc2cc(C#CC(C)(C)O)ccc2S(=O)(=O)N([C@@H](C)CO)C[C@@H]1C	-3	-12	-2	8	3	-13	nt
CC=Cc1ccc2n(c1=O)C[C@@H]1[C@@H](CO)[C@H](C(=O)N3CCCCC3)N(CC3CC3)[C@H]21 (mixture of isomers)	7	8	4	1	0	3	nt
C/C(CC(=O)Nc1ccc(N(C)C)cc1)=N\NC(=O)c1ccc([N+](=O)[O-])cc1	2	-1	-2	3	-1	-4	3
COc1ccc(OC)c(NC(=O)CSc2nc(=O)n(Cc3ccccn3)c3c2CCC3)c1	3	-8	3	2	5	-6	35
C/C(=N\NC(=S)NCc1ccccc1)c1ccc(C)o1	8	-24	1	-5	0	-5	-10
CC(=O)N[C@@H]1C=C[C@H](CC(=O)NCc2ccc(Cl)cc2)O[C@H]1CO	-13	5	1	5	-4	3	-26
Cc1ccc(S(=O)(=O)N(C)C[C@@H]2Oc3ccc(NC(=O)C4CCCCC4)cc3CC(=O)N([C@@H](C)CO)C[C@@H]2C)cc1	-5	3	0	-4	3	-7	nt
CO[C@H]1CN(C)C(=O)c2cc(NS(=O)(=O)c3ccccc3C)ccc2OC[C@@H](C)N(S(C)(=O)=O)C[C@@H]1C	-3	nt	-4	3	-3	3	1
COc1ccc(OC)c(/C=C/C(=O)OCC(=O)Nc2ccc3c(c2)OCCO3)c1	-2	18	nt	nt	nt	16	-11
CCN(CC)CCNCC(O)(c1ccc(Cl)cc1)c1ccc(Cl)cc1	19	33	-13	-6	-7	17	13
COc1ccc(NC(=O)N2CCCCN3[C@@H](CO)[C@H](c4ccc(C#Cc5ccccn5)cc4)[C@@H]3C2)cc1	19	7	-4	-6	0	-1	5
CN(C)c1ccc2c(c1)[C@@H]1C[C@H](CC(=O)NCc3ccc(-c4ccccc4)cc3)O[C@@H](CO)[C@@H]1O2	9	1	nt	-13	nt	4	14
O=C(c1cccc(S(=O)(=O)NCc2ccccc2)c1)N1CCN(c2ccccc2Cl)CC1	5	7	0	2	0	14	7
O=C(C1CCCC1)N1CC2(C1)[C@H](c1ccccc1)[C@H](CO)N2CC1CC1	nt	-6	-2	2	-1	9	1
COc1ccc(NC(=O)Nc2ccc3c(c2)C(=O)N([C@@H](C)CO)C[C@H](C)[C@H](CN(C)C(=O)Nc2ccc4c(c2)OCO4)OCCCC[C@@H](C)O3)cc1	33	3	1	-3	4	-2	-18
CCCNC(=O)C[C@@H]1C[C@H]2c3cc(NS(C)(=O)=O)ccc3O[C@H]2[C@@H](CO)O1	-10	8	3	-1	-2	-5	nt
CNC(=O)C[C@@H]1CC[C@H]2[C@@H](COc3ccc(NC(=O)Nc4ccc(Cl)cc4)cc3C(=O)N2C)O1	2	-6	1	-7	-4	-3	-3
COc1cc(OC)cc(-c2c(-c3ccsc3)c3cc(Br)ccc3n2C)c1	4	-1	3	1	4	-5	-17
COc1ccc(CN(C(=O)c2oc3ccc(F)cc3c2C)C2CCS(=O)(=O)C2)cc1 (stereo unspecified)	-5	3	0	11	-3	nt	40

3 compounds already listed, arranged by their value in ARNT TACC3 PPI, falling.
Structure	ARNT TACC3 PPI
C/C(=N\NC(=S)NCc1ccccc1)c1ccc(C)o1	8
O=C(c1cccc(S(=O)(=O)NCc2ccccc2)c1)N1CCN(c2ccccc2Cl)CC1	5
Cc1ccc(S(=O)(=O)N(C)C[C@@H]2Oc3ccc(NC(=O)C4CCCCC4)cc3CC(=O)N([C@@H](C)CO)C[C@@H]2C)cc1	-5

Screens (PubChem)
